# Screens: PubChem, several laboratories
# BoNT-F LC inh – BoNT F light chain protease inhibition; Multiplex microsphere protease cleavage assay, flow cytometry; inhibition, % at 10 µM; actives 0.22% (n = 360,000); in the data active = inhibition above about 35%, passing the limit was not always enough; inconclusive = no clear call, values can overlap the other calls; note: plate controls were buffer without enzyme for full effect and enzyme alone for no effect
# Rv3671c inh – inhibitors of M. tuberculosis serine protease Rv3671c | actives 0.048% (n = 320,000) | inhibition, % at 5.96 µM | AID 2606; in the data active = inhibition above about 38%;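 note: extracellular domain of Rv3671c used as enzyme; 0% = enzyme with DMSO and 100% = no enzyme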
# Target sequence (P9WHR9 whole entry, looked up, the tested form may be a part): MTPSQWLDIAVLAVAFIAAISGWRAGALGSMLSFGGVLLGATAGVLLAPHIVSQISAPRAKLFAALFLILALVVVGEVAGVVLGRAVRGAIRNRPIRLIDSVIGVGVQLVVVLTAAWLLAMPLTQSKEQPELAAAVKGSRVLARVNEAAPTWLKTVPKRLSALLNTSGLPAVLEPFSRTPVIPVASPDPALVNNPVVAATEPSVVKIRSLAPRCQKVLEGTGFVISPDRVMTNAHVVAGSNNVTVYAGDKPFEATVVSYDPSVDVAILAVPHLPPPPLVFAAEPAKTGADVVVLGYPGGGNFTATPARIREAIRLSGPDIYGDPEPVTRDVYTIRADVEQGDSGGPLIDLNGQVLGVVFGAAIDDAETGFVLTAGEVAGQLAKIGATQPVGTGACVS
# BioA inh – BioA (M. tuberculosis) enzyme inhibition; purified M. tuberculosis BioA enzyme, plate reader; inhibition, % at 9.99 µM; actives 0.096% (n = 360,000); in the data active = inhibition above about 40%; inconclusive = no clear call, values can overlap the other calls
# GDH-TPI inh – inhibits GDH-TPI coupling enzymes, artifact for Mtb FBA screen. GDH-TPI coupled enzyme counterscreen, NADH absorbance. inhibition, % at 4.8 µM. actives 1.2% (n = 360,000). AID 588335;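 note: 0% = DMSO wells and 100% = wells lacking the enzyme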
# CCHFV vOTU inh – blocks the CCHF virus ovarian tumor domain protease | inhibition, % at 11.5 µM | actives 0.55% (n = 370,000) | CCHFV vOTU protease, Pep-AMC fluorescence; note: 0% = vehicle wells with enzyme and 100% = no enzyme wells
# FadD28 binding – blocks FadD28 binding to the bisubstrate probe | actives 0.22% (n = 360,000) | inhibition, % at 12.5 µM | fluorescence polarization; in the data active = inhibition above about 8.5%, passing the limit was not always enough; inconclusive = no clear call, values can overlap the other calls
# Mtb FBA inh – Mtb fructose-bisphosphate aldolase inhibition | P9WQA3 | purified M. tuberculosis FBA, fluorescence read-out | inhibition, % at 1 µM | actives 2.3% (n = 360,000); in the data active = inhibition above about 27%;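 note: 0% = vehicle and 100% = reference inhibitor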
# Target sequence (P9WQA3 whole entry, looked up): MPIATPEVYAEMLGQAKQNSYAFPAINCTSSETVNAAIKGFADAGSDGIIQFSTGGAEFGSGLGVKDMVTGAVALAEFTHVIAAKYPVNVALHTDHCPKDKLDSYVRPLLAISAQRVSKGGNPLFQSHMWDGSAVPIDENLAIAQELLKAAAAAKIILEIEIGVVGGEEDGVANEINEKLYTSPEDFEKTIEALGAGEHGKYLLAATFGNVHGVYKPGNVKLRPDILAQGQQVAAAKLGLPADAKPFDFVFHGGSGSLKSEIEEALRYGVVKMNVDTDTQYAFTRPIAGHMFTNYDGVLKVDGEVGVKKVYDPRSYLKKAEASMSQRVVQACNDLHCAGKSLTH
# MazEF act – MazEF (E. coli) toxin RNase activation; actives 0.32% (n = 350,000); activation, % at 20 µM; P0AE70; FAM/BHQ RNA-DNA oligo cleavage fluorescence, 5 h; AID 504720; in the data active = activation above about 50%
# Target sequence (P0AE70 whole entry, looked up): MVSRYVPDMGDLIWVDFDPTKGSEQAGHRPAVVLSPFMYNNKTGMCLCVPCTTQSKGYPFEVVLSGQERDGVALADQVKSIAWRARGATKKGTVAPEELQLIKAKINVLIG
# VHR inh abs – DUSP3 (human) phosphatase inhibition; P51452; recombinant VHR phosphatase, pNPP absorbance; inhibition, % at 13.3 µM; actives 0.52% (n = 290,000); AID 1654; in the data active = inhibition above about 50%; note: some compounds called inactive have numbers as strong as hits
# UGM FP inh – blocks M. tuberculosis UGM enzyme. purified UGM, fluorescence polarization probe displacement. inhibition, % at 10 µM. P9WIQ1. actives 0.06% (n = 320,000); in the data active = inhibition above about 10%, passing the limit was not always enough; inconclusive = no clear call, values can overlap the other calls
# The depositor's hits bear a star; ? = inconclusive; · = not tested or not shown; & = joins results of further samples. Cut-off read from the data, not from the text of the source, unless noted: active = inhibition above about 30%; inactive = the rest.
# Values run as follows: BioA inh	GDH-TPI inh	FadD28 binding	Mtb FBA inh	UGM FP inh	BoNT-F LC inh	Rv3671c inh	VHR inh abs	CCHFV vOTU inh	MazEF act
C#CCOCCOCCOCCNc1nc(N2CCN(C(=O)CCCCCCCCCCNC(=O)[C@H](CCCCN)n3cc(C[C@@H](C)CC)nn3)CC2)nc(N2CCN(C(=O)CCCCCCCCCCNC(=O)[C@H](CCCCN)n3cc(C[C@@H](C)CC)nn3)CC2)n1
    0.6	-8	-24	3	-2.5	-64	-13	·	·	-71
COCCNC(=O)C(c1ccco1)N(Cc1ccc(OC)cc1)C(=O)Cn1nnc2ccccc21 (stereo not drawn)
    2.1	15	-0.8	3	1.6	39*	-3	12	9	-8
O=[N+]([O-])c1ccc(C(O)C23CN4CN(CN(C4)C2)C3)cc1 (stereo not drawn)
    ·	-3	-0.4	-4	-0.2	-4	1	12	3	-3
O=C(Nc1cccc(C(=O)O)c1)/C(=C\c1ccccc1)NC(=O)c1ccccc1Cl
    0.3	-7	-0.9	3	-0.4	41*	0	12	-5	1
CCOC(=O)C1CCCN(C(=O)c2cc3ccccc3cc2OC)C1 (stereo not drawn)
    1.7	14	0.1	5	·	7	·	·	-8	0
Cc1nn(CC(=O)NNC(=O)c2ccc(Br)cc2)c(C)c1[N+](=O)[O-]
    -1.1	4	-3.5	-1	-0.1	-4	-2	·	0	5
COc1ccc(-n2c(=S)[nH]c3cc(C(=O)NCCCN4CCCC4=O)ccc3c2=O)c(OC)c1
    1.1	12	-2.3	-2	0.6	-12	-3	-2	-8	-4
Cc1cc(N(CCO)CCO)ccc1C(c1ccc(N(CCO)CCO)cc1C)c1ccccc1Cl
    -0.5	-1	-0.4	1	-1.1	-10	12	-4	-10	8
Cc1cc(-c2ccc(C(C)C)c(S(=O)(=O)NCc3ccco3)c2)on1
    ·	1	-3.8	-5	0.0	-7	-1	7	16	3
S=c1[nH]nc(Cc2c[nH]c3ccccc23)o1
    0.3	0	-1.3	1	-0.9	-18	-7	-13	-2	4
CC(=O)c1c(C)[nH]c(C(=O)Nc2cc(C)cc(C)c2)c1C
    ·	9	-1.0	2	-1.3	-4	3	6	·	-4
COc1ccccc1NC(=S)N1C2CCC1CC(NC(=O)NC13CC4CC(CC(C4)C1)C3)C2 (stereo not drawn)
    -0.3	-6	0.1	-1	2.5	10	2	20	-12	4
CC1=CCC2C(=O)N(c3cccc(C(=O)Nc4ccccc4Cl)c3)C(=O)C2C1 (stereo not drawn)
    0.4	-2	0.4	1	2.2	1	-7	6	-4	5
COc1ccc(CN2CCCC(CO)(Cc3ccc(F)cc3F)C2)cc1 (stereo not drawn)
    0.6	10	-0.8	1	-1.5	7	-2	6	-4	4
COc1ccccc1C(=O)Oc1ccc(C(C)(C)C)cc1
    -0.3	7	1.4	-3	4.6	-1	0	33	9	1
Cc1ccc(S(=O)(=O)N2CCN(C)CC2)cc1
    -2.1	-4	-0.4	0	-4.0	?	2	15	-7	12
COc1ccccc1CN(C)C(=O)COC(=O)c1cc(C)oc1C
    0.7	3	-0.5	0	·	4	·	·	-5	1
C[C@@H]1CN([C@@H](C)CO)C(=O)CCCn2cc(nn2)CO[C@H]1CN(C)S(=O)(=O)c1ccc2c(c1)OCCCO2
    -2.0&-2.0	6	-0.6	-1	·	-4	·	·	11	12
Cc1nc2ccsc2c(=O)n1-c1ccccc1Cl
    ·	2	-2.8	2	-3.6	?	1	·	4	16
CCn1nnnc1NC(=O)c1cc(OC)c(OC)c(OC)c1
    ·	-13	-3.5	0	1.2	-1	-9	4	12	1
Cc1nc(S/C(=C\c2ccc(-c3ccc(C(=O)O)c(Cl)c3)o2)C(=O)O)n[nH]1
    0.3	3	20*	-7	·	2	·	1	8	-18
Cc1cc(C)cc(N(CC(=O)NCCSc2ccccn2)S(=O)(=O)c2ccccc2)c1
    -0.1	-7	-3.5	1	-2.3	2	-1	5	-1	-3
CCC(=O)N1CCc2cc(S(=O)(=O)NCCC(=O)NC3CCCc4ccccc43)ccc21 (stereo not drawn)
    1.0	14	-0.4	2	1.9	-6	-9	0	5	-5
Cc1ccccc1C(=O)NC(=S)Nc1ccccc1N1CCCC1
    ·	-4	-2.8	22	-0.4	-14	-45	29	29	4
Cc1ccc(-n2ncc(C#N)c2/N=C/N2CCN(C)CC2)cc1
    -1.8	8	-2.4	2	-0.3	14	-3	2	10	-3
COc1ccc(CCN(C(=O)Cn2nnc3ccccc32)C(C(=O)NCC2CCCO2)c2ccncc2)cc1OC (stereo not drawn)
    ·	1	-3.4	2	0.6	-2	-5	4	-6	14
COc1ccc(NC(=S)N2CCN(C)CC2)cc1
    -1.2	-2	0.1	1	-1.5	0	-3	·	-12	2
COc1ccccc1NC(=O)C1CCN(c2ncccn2)CC1
    1.2	6	0.7	2	-4.6	-2	1	7	4	0
Cc1ccc(C)c(S(=O)(=O)Nc2ccc(O)cc2)c1
    ·	-9	-2.9	-5	-1.1	3	4	29	4	1
COc1cc(OC)cc(C(=O)Nc2cccnc2)c1
    ·	3	-4.1	-1	3.8	1	1	19	-3	8
NC(=O)C1CC(=O)N(c2ccc(OCc3ccc(Cl)cc3Cl)cc2)C1 (stereo not drawn)
    -2.4	-4	-0.7	5	-1.1	-3	0	2	6	4
COc1ccc(CNC(=O)N[C@@H](Cc2c[nH]c3ccccc23)C(=O)O)cc1
    -0.6	12	0.2	6	0.4	77*	13	16	-13	3
CCCc1c(C(=O)N/N=C/C=C/c2ccccc2)nnn1-c1nonc1N
    -2.5	8	0.0	0	·	-1	·	·	-8	-17
CC(C)N(C(=O)NC(=O)Nc1ccccn1)S(C)(=O)=O
    0.0	4	-0.3	2	2.0	-6	0	-1	-4	-4
COC(=O)[C@@]12CCCCN1[C@H](c1ccc(-c3ccccc3)c(OC)c1)[C@H]1C(=O)N(C)C(=O)[C@H]12
    -2.4	-3	0.9	2	-1.3	-3	-6	·	8	-14
CCCCOc1ccc(CON(C(C)=O)C(C)=O)cc1Cl
    0.0	-2	-2.0	-4	-0.5	1	1	9	-11	1
CCOC(=O)N1CCN(Cc2nc(-c3ccc(OC)cc3)no2)CC1
    1.3	4	-1.9	0	-2.9	5	0	·	·	1
CCc1cc2cc(C)ccc2nc1SCC(=O)N1CC(=O)Nc2ccccc21
    -0.8	-8	-2.8	-2	-5.1	-1	-7	34	13	-7
COc1ccc(CCn2c(O)c(/C=N/N3CCCCC3)c(=O)[nH]c2=O)cc1OC
    ·	5	-2.5	0	0.9	0	-9	1	-5	7
OCC1OC(n2cnc3c(=S)nc[nH]c32)CC1O (stereo not drawn)
    -0.8	5	-0.4	-1	·	-2	·	·	25	5
Cc1cc(C)c(OCC(=O)Nc2nc(-c3ccccn3)cs2)c(C)c1
    -0.8	9	-3.1	1	2.9	-4	-7	24	11	-2
CCOc1cc(S(=O)(=O)NCc2ccccc2)c(OCC)cc1-n1cnnn1
    0.2	-7	-2.2	49*	-3.0	5	5	·	-14	-14
COc1ccccc1Cn1c(=S)[nH]c2ccccc2c1=O
    3.8	11	-1.8	1	-0.2	-29	-16	-16	7	3
Cc1ccc(S(=O)(=O)N2CCCN(C(=O)c3ccc(-n4cccn4)cc3)CC2)cc1
    1.7	-17	-0.5	-1	1.5	-3	1	·	5	-5
CC(=O)NC(=S)Nc1ccc2oc(=O)ccc2c1
    ·	-2	-3.4	0	0.0	-8	4	-4	3	2
CC(C)CC(NC(=O)c1ccc(Cl)cc1)C(=O)OCc1cc([N+](=O)[O-])cc2c1OCOC2 (stereo not drawn)
    ·	10	-3.7	2	-2.0	-7	-24	-11	23	1
c1ccc(Cc2noc(CN3CCC(CN4CCOCC4)CC3)n2)cc1
    -1.2	7	-1.6	4	-2.4	-2	0	39	-13	0
Nc1cc(S(=O)(=O)Nc2ccc(Cl)cc2)ccc1N1CCOCC1
    0.3	-2	2.0	4	-1.2	-4	8	9	1	1
CC(=O)N1CCN(C(=O)c2ccc(C(=O)c3ccccc3)cc2)CC1
    -0.7	-2	·	4	1.6	-8	22	16	-14	1
O=[N+]([O-])c1ccc2c(c1Nc1ccccc1Cl)=NC1(CCCCC1)N=2
    -3.8	12	-0.3	1	2.0	-1	5	18	-5	21
Cc1ccc(NC(=O)C2CCC(=O)N2)cc1C (stereo not drawn)
    -0.8	-4	-3.7	0	8.2	4	7	-9	-1	-8
O=[N+]([O-])c1ccc(CN2CCN(c3ccccc3Cl)CC2)o1
    1.3	19	-0.4	-5	1.2	-10	-3	-7	-14	4
CC(C)N(N=Nc1ccc([N+](=O)[O-])cc1)C(C)C
    ·	6	-1.9	-3	-4.7	-6	-3	12	-3	-1
COc1cccc(OC)c1-c1nn(-c2ncc(C(F)(F)F)cc2Cl)c(=O)o1
    -0.6	10	-0.3	-4	1.6	·	-10	11	-9	-4
CC(C)C(=O)Nc1ccc(NC(=O)c2ccccn2)cn1
    0.9	10	-2.9	4	-0.2	10	-4	8	2	3
C=CCc1ccc(OCCn2cccc2C=O)c(OC)c1
    ·	3	-0.4	4	-0.4	-11	4	18	5	1
COc1ccc(C=C2C(=O)NC(=S)NC2=O)cc1OC
    0.8	14	-1.5	-4	·	10	·	·	14	-11
Cc1c(N=Cc2ccc[nH]2)c(=O)n(-c2ccccc2)n1C
    0.5	5	-0.2	-2	-3.8	-11	2	-17	-3	-1
